# Screening results deposited in PubChem by National Center for Advancing Translational Sciences (NCATS).
# MBNL1 CUG block: blocks human MBNL1 binding to CUG repeat RNA; Q9NR56; TR-FRET MBNL1-His/biotin-(CUG)12 binding, 665/545 ratio; Potency, µM (doses to about 57.5 µM), for the others: top-dose activity change, negative = inhibition, usual class: inhibitors; 280,000 compounds, 0.036% hits; active = well fitted inhibition curve with a large enough effect in the signal ratio, with a control signal flat, not every such curve was filed as active; inconclusive = small, poorly fitted or top-dose-only effect, or effect the other way, or a change in a side signal; inactive = no such curve, though single readings can be large or run the other way; the % refers to the signal ratio; also: % is scaled to controls: 0 for no effect and ±100 for the full control effect
# Target sequence (Q9NR56 whole entry, looked up): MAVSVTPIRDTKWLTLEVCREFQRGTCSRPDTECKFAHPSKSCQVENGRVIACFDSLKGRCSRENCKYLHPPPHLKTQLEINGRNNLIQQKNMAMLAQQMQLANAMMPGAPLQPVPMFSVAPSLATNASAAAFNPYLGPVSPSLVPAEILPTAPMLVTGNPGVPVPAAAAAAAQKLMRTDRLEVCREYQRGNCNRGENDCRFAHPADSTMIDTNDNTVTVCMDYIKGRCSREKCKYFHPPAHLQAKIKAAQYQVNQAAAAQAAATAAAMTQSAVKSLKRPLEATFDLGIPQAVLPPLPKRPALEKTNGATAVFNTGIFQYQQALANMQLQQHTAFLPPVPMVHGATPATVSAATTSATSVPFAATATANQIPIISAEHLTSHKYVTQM
#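 Ratiometric TR-FRET (665 over 545 nm, excitation 340 nm) tracks disruption of MBNL1-His/biotin-(CUG)12 complex after 60 min at room temperature, with compounds at 92 nM to 58 uM final.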
# RORg inh: inhibitors of mouse ROR gamma transcriptional activity; 310,000 compounds, 5.4% hits; Drosophila S2 Gal4-RORgamma UAS-luciferase reporter, 20 h; Potency, µM (top dose mostly 53.6 µM), inactives show at the highest dose activity change, negative = inhibition, hits mostly inhibitors; also: % is scaled to controls: 0 for no effect and ±100 for the full control effect; nearly all actives have a fitted effect of over 60% in size
#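 Stably transfected Drosophila Schneider cells are the test system, with ROR gamma fused to Gal4 and luciferase under UAS control; luminescence is read after 20 hr of 700 uM copper sulfate induction at ambient temperature.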
# ELG1 genotoxic: inducers of genotoxicity in HEK293T ELG1-luciferase cells; Potency, µM (top dose mostly 46 µM), for inactives: top-dose activity change, positive = activation, hits mostly activators; HEK293T ELG1-luciferase reporter, luminescence, 16 h; 330,000 compounds, 1.3% hits; also: % of control where 0% means no effect; nearly all actives have a fitted effect of over 60% in size
#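 HEK293T cells expressing luciferase-tagged ELG1 were treated with compound or DMSO for 16 hr at 37°C. Luciferase activity was then read after 30 min with ONE-Glo at room temperature; rising signal flags genetic stress.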
# p53 reactivator: restores transcriptional activity of mutant p53; H1299 p53-A138V BP100-luciferase reporter, luminescence, 24 h; Potency, µM (top dose mostly 92.2 µM), for the others: at the highest dose activity change, positive = activation, usual class: activators; 320,000 compounds, 0.063% hits; AID 504706; also: % of control where 0% means no effect; nearly all actives have a fitted effect of over 45% in size
#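 p53-null H1299 cells stably carrying temperature-sensitive p53-A138V and a BP100-luciferase reporter were pinned with compounds (4-point, 1:5 series) and held 24 hrs at 37 deg C. Luminescence was read 10 min after detection reagent.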
# BRCA1 expr up: BRCA1 expression activation; MCF7-BRCA1-FFLuc reporter, luminescence, 48 h; response scale: scaled: vehicle 0%, 10 µM genistein 100%; Potency, µM (highest dose often 46.1 µM), without a hit: at the top dose activation, hits mostly activators; 380,000 compounds, 1.1% hits; also: nearly all actives have a fitted effect of over 80% in size; some results filed as inactive show a strong effect at the top dose
#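 48 h compound treatment of MCF7-BRCA1-FFLuc cells (phenol-red free MEM, 37 °C), then 15 min with luciferase substrate and luminescence imaging.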
# FLuc counter: inhibits or activates purified firefly luciferase, miR-21 counter-screen | Potency, µM (series often up to 57.5 µM), for inactives: top-dose activity change, negative = inhibition, hits mostly inhibitors | 360,000 compounds, 6.9% hits | P08659 | purified FLuc, Km substrates, luminescence inhibition;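 also: plate controls were vehicle for no effect and reference inhibitor for full effect; nearly all actives have a fitted effect of over 55% in size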
# Target sequence (P08659 whole entry, looked up): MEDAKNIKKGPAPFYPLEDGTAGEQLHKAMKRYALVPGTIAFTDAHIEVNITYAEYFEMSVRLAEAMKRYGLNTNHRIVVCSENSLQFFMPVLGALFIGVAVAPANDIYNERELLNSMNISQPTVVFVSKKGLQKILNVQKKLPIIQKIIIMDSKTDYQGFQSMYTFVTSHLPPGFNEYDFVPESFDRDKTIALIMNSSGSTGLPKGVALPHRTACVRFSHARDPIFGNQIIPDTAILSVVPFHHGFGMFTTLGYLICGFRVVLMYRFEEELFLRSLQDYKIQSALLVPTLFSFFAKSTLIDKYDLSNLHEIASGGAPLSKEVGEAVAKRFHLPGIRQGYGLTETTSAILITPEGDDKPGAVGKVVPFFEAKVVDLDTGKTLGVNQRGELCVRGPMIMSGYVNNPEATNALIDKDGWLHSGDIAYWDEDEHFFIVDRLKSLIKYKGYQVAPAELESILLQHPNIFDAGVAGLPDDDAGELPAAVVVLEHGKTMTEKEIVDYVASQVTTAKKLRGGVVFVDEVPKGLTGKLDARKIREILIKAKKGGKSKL
#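 Biochemical qHTS of compounds, final roughly 60 µM downward over six points, against 10 nM purified firefly luciferase using Km concentrations of substrates (10 uM D-luciferin, 10 uM ATP) in Tris acetate pH 7.5 buffer; luminescence output.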
# Gal4-VP16 FLuc: inhibits Gal4-VP16 luciferase reporter, ROR gamma counter-screen; Drosophila S2 Gal4-VP16 UAS-luciferase, luminescence, 20 h; Potency, µM (series often up to 53.6 µM), without a hit: at the highest dose activity, negative = inhibition, most hits filed as inhibitors; 310,000 compounds, 3.5% hits; AID 2546;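 also: Gal4-VP16 expression switched on by copper sulfate through the metallothionein promoter; % is scaled to controls: 0 for no effect and ±100 for the full control effect; nearly all actives have a fitted effect of over 50% in size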
# NPC1 prom act: NPC1 promoter activation. Potency, µM (top dose mostly 9.22 µM), inactives show at the highest dose activation, most hits filed as activators. 320,000 compounds, 2.4% hits. Huh7 NPC1 promoter luciferase reporter, 24 h;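 also: % of control where 0% means no effect; nearly all actives have a fitted effect of over 60% in size; reporter is driven by a mutant NPC1 promoter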
#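 Cells: Huh7 expressing luciferase under the NPC1 promoter, 1500/well. Seeded 2 h, compound added, incubated 24 h at 37 °C. Luciferase reagent, 10 min ambient, then luminescence.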
# Rab9 prom act: activators of Rab9 promoter | Potency, µM (doses to about 9.22 µM), for the others: at the top dose activation, negative = inhibition, actives largely listed as activators | 320,000 compounds, 2.8% hits | Huh7 Rab9 promoter-luciferase reporter, luminescence, 24 h | AID 485297; also: % of control where 0% means no effect; nearly all actives have a fitted effect of over 60% in size
#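 Cells were plated at 1500 per well in reduced-serum medium with 10% FBS and left 2 h. Compound in DMSO was then added for 24 h at 37 °C. Reporter signal was read by luminescence after 10 min with luciferase detection reagent.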
# uPA surface inh: inhibitors of cell surface uPA generation; Potency, µM (doses to about 38.3 µM), for the others: at the highest dose activity change, negative = inhibition, hits mostly inhibitors; 330,000 compounds, 0.31% hits; cell surface uPA generation assay, qHTS; active = well fitted inhibition curve with a large enough effect; inconclusive = small, poorly fitted or top-dose-only effect; inactive = no such curve, though single readings can be large or run the other way; tested in mouse RAW 264.7 cells; also: % is scaled to controls: 0 for no effect and ±100 for the full control effect; nearly all actives have a fitted effect of over 55% in size
# * = called active by the depositor; ? = inconclusive; nt = no result given; [ ] = dose if it differs, or a comment. Unless noted, calls follow the shape of the dose curve; as a rule, active = well fitted curve in the direction sought with a large enough effect; inconclusive = small, poorly fitted or top-dose-only effect, or another doubt; inactive = no such curve, though single readings can be large; an effect the other way counts as inactive or inconclusive. Potency is read from the fitted curve at half-maximal effect.
SMILES,MBNL1 CUG block,RORg inh,ELG1 genotoxic,p53 reactivator,BRCA1 expr up,FLuc counter,Gal4-VP16 FLuc,NPC1 prom act,Rab9 prom act,uPA surface inh
O=C(NCc1cccs1)C1CCCN(c2nc3ccccc3o2)C1 (stereo unspecified),-3%,4%,-1%,-4%,-14%,-6%,-11%,0%,6%,nt
O=C(CN(c1ccccc1Cl)S(=O)(=O)c1ccccc1)NCc1ccccc1,-8%,nt,-7%,nt,-14%,5%,nt,-4%,2%,6%
CC(C)(C)NCCCCOc1ccc(F)cc1,-2%,2%,0%,-1%,11%,0%,-5%,-1%,-3%,-11%
Cc1ccc(-c2csc(CC(N)=O)n2)cc1,0%,?,7%,13%,82%,-20%,-14%,18%,?,0%
CCCCc1nc2n[nH]c(N)c2c2c1CCCC2,0%,-1%,-1%,-4%,-6%,-1%,6%,-3%,-3%,-3%
CCOC(=O)c1sc2nc(CC(=O)OC)nc(NCc3ccc(F)cc3)c2c1C,1%,27%,-10%,-1%,-67%,-1%,-9%,-16%,-15%,nt
CCOC(=O)C1CCCN(C(=O)c2cccc(S(=O)(=O)N3CCCC3)c2)C1 (stereo unspecified),nt,nt,2%,-4%,2%,4%,nt,-2%,3%,9%
O=S(=O)(Cc1ccccc1)N(O)c1ccccc1,-12%,16%,-27%,15%,11%,-16%,-14%,-1%,6%,-3%
CCOc1ccc(-c2nc(S(=O)(=O)c3ccccc3)c(N3CCOCC3)o2)cc1,-8%,-8%,0%,0%,-10%,0%,-7%,-7%,-2%,6%
C=CCn1c(SCC)nc(O)cc1=O,-5%,33%,-2%,0%,-2%,-1%,-11%,-4%,-6%,13%
Cc1c(-n2c(SCC(=O)NC(C)C(C)C)nc3ccccc3c2=O)c(=O)n(-c2ccccc2)n1C (stereo unspecified),nt,28%,12%,-2%,4%,0%,-8%,-8%,1%,0%
COc1ccc(CCC(=O)NNC(=O)c2ccc(F)cc2)cc1,0%,-15%,-1%,-1%,25%,4%,-9%,3%,4%,0%
COc1cc(Cl)ccc1NC(=O)COc1ccccc1C(=O)NN,-5%,12%,-8%,-4%,-29%,-5%,-16%,5%,0%,1%
Cc1cccc(C(=O)NCC(=O)NCC2COc3ccccc3O2)c1 (stereo unspecified),nt,nt,-1%,-4%,-18%,4%,nt,1%,-6%,-2%
CC(=O)Nc1ccccc1C(=O)N1CCc2ccccc21,-6%,?,2%,1%,-49%,-3%,-16%,2%,-4%,0%
O=C(c1ccc(S(=O)(=O)N2CCOCC2)cc1)N1CCN(c2ccccc2)CC1,0%,-10%,-1%,15%,2%,12%,9%,-5%,1%,nt
CN1CCN(C(=O)c2ccc(F)c(F)c2)CC1,-13%,-4%,-1%,nt,-9%,0%,-1%,2%,3%,16%
CC(C)C(c1nnnn1CCc1ccccc1)N1CCSCC1 (stereo unspecified),6%,-1%,-7%,0%,-5%,6%,4%,-6%,-6%,2%
O=C(CSc1nncn1-c1cccnc1)Nc1ccccc1C(F)(F)F,-2%,0%,1%,-1%,0%,-3%,-6%,-3%,3%,0%
Cc1nc(NC(=O)c2cc3c(s2)CCCCC3)sc1C(=O)N(C)C,1%,16%,?,12%,68%,13µM*,21%,?,?,nt
COc1ccc(OCCC(=O)OCC(=O)NCc2ccccc2)cc1,-6%,19%,0%,7%,-3%,-10%,-7%,0%,1%,8%
CCOc1ccc(NC(=O)Cn2nnc(-c3ccccc3NC(=O)CC)n2)cc1,9%,22%,-5%,7%,-30%,1%,-6%,-1%,-3%,5%
CC(=O)N1CC(C)Oc2ccc(S(=O)(=O)NC(CC(=O)O)c3ccccc3C)cc21 (stereo unspecified),-7%,-11%,1%,1%,11%,2%,16%,-1%,-1%,-4%
COc1ccc2ccccc2c1/C=N\NC(=O)c1ccc(C)s1,9%,-31%,1%,3%,-5%,12µM*,13%,3%,-1%,-2%
O=C(c1ccc(Cl)c(S(=O)(=O)N2CCOCC2)c1)N1CCc2ccccc2C1,nt,nt,-3%,2%,-29%,nt,nt,nt,nt,-7%
CCC(=O)Nc1ccc2c(c1)ncn2CCc1ccccc1,1%,24%,10%,-1%,42%,-11%,-5%,3%,-4%[1.84 µM],-12%
Cc1cc(C)n(C(=O)COc2c(C)cccc2C)n1,-18%,-10%,0%,3%,-4%,2%,1%,-4%,-1%,0%
CCCC1=Nc2cc(C(=O)N3CCCC3)ccc2Sc2ccc(C)cc21,3%,-13%,-1%,0%,-3%,1%,-12%,-3%,-2%,5%
Cc1cc(C)n2nc(C(=O)OCC(=O)Nc3ccc4c(c3)OCCO4)nc2n1,nt,nt,5%,0%,-26%,1%,nt,-6%,-2%,-6%
Cc1ccsc1C1Nc2ccccc2-c2nc3ccccc3n21 (stereo unspecified),14%,5%,?,?,58%,?,-26%,12%,25%,-5%
CC(=O)NCc1cc(-c2ccc(Cl)cc2)no1,-8%,9%,6%,0%,13%,-7%,-6%,-1%,1%,1%
O=C(Nc1ccc(N2CCN(C(=O)c3ccc(Cl)cc3)CC2)cc1)c1ccc([N+](=O)[O-])o1,?,-45%,-4%,-10%,-89%,7%,?,-16%,-21%,-8%
O=C(OCc1cncs1)c1ccccc1,-6%,-17%,0%,14%,0%,-4%,-16%,-5%,-3%,4%
COc1cccc(N2CCN(Cc3ccsc3)CC2)c1,0%,24%,-2%,4%,44%,?,13%,-2%,12%,-1%
O=S(=O)(NCC1CCCO1)c1ccc(Cl)nc1 (stereo unspecified),-11%,11%,-1%,0%,3%,-1%,-6%,-2%,-1%,1%
Cc1cc(NC(=O)c2c(Br)c(C)nn2C)no1,-9%,-1%,0%,-1%,-18%,-2%,-2%,0%,-1%,-3%
COc1ccc(C)cc1Nc1n[n+](C)c(-c2ccc(C(=O)O)cc2)s1,-2%,6%,1%,4%,nt,-14%,0%,2%,12%,nt
CCOC(=O)N1CCN(CC(=O)Nc2ccc(F)cc2F)CC1,-4%,10%,0%,-2%,10%,3%,6%,-5%,-1%,15%
N#CC1=C(N)Oc2c(oc(CO)cc2=O)C1c1ccccc1[N+](=O)[O-] (stereo unspecified),21%,-25%,0%,2%,-21%,0%,-11%,-1%,2%,3%
Cc1cccc(C(=O)N(CCc2ccccc2)Cc2ccccc2)c1[N+](=O)[O-],-5%,17%,-3%,-2%,11%,0%,1%,-1%,2%,-1%
COc1ccc(/C=C/CN2CCN(CCc3ccccc3)C(CCO)C2)cc1 (stereo unspecified),-3%,-12%,-6%,6%,-6%,0%,2%,-2%,-2%,-4%
NC(=O)COC(=O)c1ccccc1SCC(=O)NC1CCCCCC1,-6%,-25%,0%,-8%,-4%,-15%,5%,1%,2%,1%
COc1cc2c(cc1OC)-c1cc3ccc(OC)c(OC)c3c[n+]1CC2,nt,12%,-17%,0%,-17%,-1%,2%,0%,-8%,-13%
COC(=O)c1ccc(COC(=O)c2[nH]c(C)c(C(C)=O)c2C)o1,-9%,?,-5%,-4%,-41%,9%,7.9µM*,-11%,-8%,-9%
CN(CC(=O)Nc1ccc(F)cc1)C(=O)c1cccc(NS(=O)(=O)c2ccccc2)c1,nt,nt,0%,-2%,-9%,0%,nt,-3%,-1%,-1%
COCCNC(=O)COC(=O)CSCc1nc2ccccc2s1,4%,-45%,3%,4%,-6%,-13%,?,-2%,2%,nt
O=S(=O)(c1ccccc1Cl)N1CCC(Cc2ccccc2)CC1,6%,?,-4%,-4%,0%,-1%,-4%,1%,-2%,0%
COc1ccccc1OCCCCCc1c(C)n[nH]c1C,-2%,-41%,-8%,0%,-56%,-17%,?,2%,9%,nt

# Structural class: the entries above containing an NH in an aromatic ring.
SMILES,MBNL1 CUG block,RORg inh,ELG1 genotoxic,p53 reactivator,BRCA1 expr up,FLuc counter,Gal4-VP16 FLuc,NPC1 prom act,Rab9 prom act,uPA surface inh
CCCCc1nc2n[nH]c(N)c2c2c1CCCC2,0%,-1%,-1%,-4%,-6%,-1%,6%,-3%,-3%,-3%
COC(=O)c1ccc(COC(=O)c2[nH]c(C)c(C(C)=O)c2C)o1,-9%,?,-5%,-4%,-41%,9%,7.9µM*,-11%,-8%,-9%
COc1ccccc1OCCCCCc1c(C)n[nH]c1C,-2%,-41%,-8%,0%,-56%,-17%,?,2%,9%,nt

# Next results follow:
SMILES,MBNL1 CUG block,RORg inh,ELG1 genotoxic,p53 reactivator,BRCA1 expr up,FLuc counter,Gal4-VP16 FLuc,NPC1 prom act,Rab9 prom act,uPA surface inh
CC(=O)N1CCc2cc(S(=O)(=O)NC(Cc3ccccc3)C(=O)NC3CCCCCC3)ccc21 (stereo unspecified),13%,21%,1%,0%,0%,0%,-4%,0%,0%,0%
Nc1nonc1-n1nnc(C(=O)N/N=C/c2ccccc2)c1CSc1ccc(Cl)cc1,-17%,?,1%,1%,-32%,-4%,-14%,-2%,-15%,2%
C/C=C/C(=O)Nc1cccc(C2=NOC3(C2)C[C@@H](C(N)=O)N(C(=O)c2cc([N+](=O)[O-])cc([N+](=O)[O-])c2)C3)c1 (stereo partly specified),?,-12%,4%,1%,6%,-10%,-8%,-3%,-4%,14%
CN(C)Cc1nc2ccccc2c(=O)n1Cc1nc(-c2cc3ccccc3o2)cs1,8%,-39%,-4%,-14%,-29%,1%,8%,1%,-8%,1%
CC(C)c1ccccc1NC(=O)COC(=O)Cc1cccc(C(F)(F)F)c1,nt,2%[10 µM],0%,1%,2%,0%,-4%,1%,-6%,7%
